E coli growth – E. coli V3065 growth inhibition, primary screen, counter-screen for AddAB inhibitor project, absorbance, OD600; 18 h; inhibition, % at 11.9 µM; 330,000 tested, 0.27% active; AID 449728, 2010;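 active means inhibition above the campaign's mean inhibition across all tested compounds plus 3 SD, cut at about 9.9% in these data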;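 further: uninfected addAB+ strain grown without phage in ampicillin broth; 0% = DMSO wells and 100% = ciprofloxacin 0.95 µg/ml wells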
MOR-DOR inv ag – inverse agonists of MOR-DOR heterodimerization, primary screen, cell-based, luminescence; Mu-type opioid receptor (Homo sapiens) + Delta-type opioid receptor (Homo sapiens), …; cell-based MOR-DOR heterodimer luminescence, inverse agonism; inhibition, % at 9.3 µM; 340,000 tested, 0.21% active; in the data active means inhibition above about 22%, passing the limit was not always enough;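 further: 0% = cells with DMSO and 100% = wells without cells with DMSO; values of inactives mirror those of a sister screen read the other way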
phage Ecoli inh – growth loss of phage-infected E. coli, primary screen, RecBCD inhibitor project, absorbance, with phage, HTS. inhibition, % at 11.9 µM. 360,000 tested, 0.26% active. AID 651602, 2012; in the data active means inhibition above about 11%
AddAB inh – growth inhibition of E. coli expressing H. pylori AddAB, primary screen, AddAB inhibitor project, absorbance. inhibition, % at 11.9 µM. 330,000 tested, 0.29% active. AID 435030, 2010; in the data active means inhibition above about 12%;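 further: 0% = vehicle wells of infected cells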
PKA-R1A activ – activators of PKA-R1A holoenzyme, primary screen, biochemical, fluorescence polarization, Cy5-IP20, bovine R1A, mouse PKAc; 340,000 tested, 0.083% active; PKA-R1A dissociation; scaled: DMSO 0%, 113 µM cGMP 100%; cAMP-dependent protein kinase type I-alpha regulatory subunit (Bos taurus) + …; activation, % at 11.4 µM;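 active means percent activation above the mean of all tested compounds plus 3 SD, cut at about 19% in these data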;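 further: higher means more PKAc released from R1A so a rise in polarization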
Mot1-301 SUMO – yeast Mot1-301 growth rescue at high temperature, primary screen, SUMOylation pathway inhibitor project, S. cerevisiae, ATP luminescence, 38.5C; S. cerevisiae Mot1-301 growth rescue; percent above DMSO median, 100 means doubled; growth rescue, % at 18.8 µM; 320,000 tested, 1% active; AID 2716, 2010;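 active means every valid replicate shows activation above 250% relative to neutral control wells; inactive means the rest, any valid replicate at or below 250%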;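 further: OY570 slx delta 5 strain wells were the positive control but not used for scaling; some compounds called inactive have numbers as strong as hits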
PfHsp90 set2 – growth inhibition of PfHsp90-expressing yeast, primary screen, antimalarial PfHsp90 inhibitor project, S. cerevisiae, BacTiter-Glo luminescence, single point, set 2; BacTiter-Glo ATP, 48 h; yeast lacking PDR1 and PDR3 efflux regulators; inhibition, % at 9.4 µM; 310,000 tested, 0.32% active; AID 504621, 2011;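 active means every replicate shows inhibition above about 80%, whatever the replicate mean, limit read from the data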;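 further: 0% = DMSO neutral controls and 100% = 20 µM radicicol positive controls; yeast relying on Plasmodium falciparum Hsp90 in place of its own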
HTR5A inv ctr – HTR5A inverse agonists in luminescence cell assay, primary screen, counter-screen for OPRM1-OPRD1 heterodimer inverse agonist project, full-deck HTS | 340,000 tested, 0.083% active | 5-hydroxytryptamine receptor 5A (Homo sapiens), P47898 | AID 504634, 2011 | HTR5A cell line, inverse agonism | inhibition, % at 9.3 µM; in the data active means inhibition mostly above about 23%, no sharp cut-off; inactive means mostly below about 18%;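 further: 0% = cells with DMSO and 100% = no-cell wells with DMSO; some compounds called inactive have numbers as strong as hits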
Target sequence (P47898 whole entry, looked up): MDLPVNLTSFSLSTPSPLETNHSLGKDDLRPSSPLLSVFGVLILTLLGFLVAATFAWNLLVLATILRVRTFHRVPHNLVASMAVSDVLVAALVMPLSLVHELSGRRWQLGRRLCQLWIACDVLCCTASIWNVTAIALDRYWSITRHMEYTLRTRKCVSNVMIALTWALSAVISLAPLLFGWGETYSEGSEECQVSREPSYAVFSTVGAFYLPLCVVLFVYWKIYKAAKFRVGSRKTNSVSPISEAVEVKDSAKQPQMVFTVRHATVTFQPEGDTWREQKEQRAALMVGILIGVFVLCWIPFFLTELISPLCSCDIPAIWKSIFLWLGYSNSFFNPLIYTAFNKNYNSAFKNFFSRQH
HTR5A ag ctr – HTR5A agonists in luminescence cell assay, primary screen, counter-screen for OPRM1-OPRD1 heterodimer agonist project, full-deck HTS; 5-hydroxytryptamine receptor 5A (Homo sapiens), P47898; cell-based; activation, % at 9.3 µM; 340,000 tested, 0.61% active; in the data active means activation mostly above about 9.5%, no sharp cut-off; inactive means mostly below about 7.6%;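 further: 0% = cells with vehicle only and 100% = reference agonist; strong numbers were not always called active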
DSG3 Ab inh – inhibitors of pemphigus antibody binding to DSG3, primary screen, biochemical, bead-based, flow cytometry, scFv-GFP; DSG3-coupled beads, scFv-anti-DSG3-GFP binding; stronger effect = lower value; binding (percent of control), % at 10 µM; 310,000 tested, 0.48% active; AID 588358, 2011;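 active means binding more than 3 SD below its plate's average and above zero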;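 further: hits lower antibody fragment binding to DSG3; some compounds called inactive have numbers as strong as hits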
MOR-DOR ag – agonists of OPRM1-OPRD1 heterodimerization, primary screen, cell-based, luminescence. cells. AID 504326, 2011. Mu-type opioid receptor (Homo sapiens) + Delta-type opioid receptor (Homo sapiens), …. activation, % at 9.3 µM. 340,000 tested, 0.3% active; in the data active means activation above about 18%;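 further: 0% = vehicle-treated cells and 100% = reference agonist; values of inactives mirror those of a sister screen read the other way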
Active calls of the source: *; / = not tested or not shown.

| No. | mol | E coli growth | MOR-DOR inv ag | phage Ecoli inh | AddAB inh | PKA-R1A activ | Mot1-301 SUMO | PfHsp90 set2 | HTR5A inv ctr | HTR5A ag ctr | DSG3 Ab inh | MOR-DOR ag |
| --- | --- | --- | --- | --- | --- | --- | --- | --- | --- | --- | --- | --- |
| 1 | COc1ccc(S(=O)(=O)NCCc2c(C)nn(C)c2Oc2ccccc2)cc1 | -2.1 | 2 | 2.3 | 0.7 | -5 | -7 | -2 | 1 | 4 | / | -0.4 |
| 2 | O=C(CN1CCCCCC1)OCCN=C1NS(=O)(=O)c2ccccc21 | -1.5 | 7 | / | -0.3 | 7 | -18 | -7 | -16 | 4 | 93 | -1.3 |
| 3 | COc1ccc(OC)c2c1C(=O)C(Cl)=C(Cl)C2=O | 2.8 | -56 | 4.5 | 0.4 | -3 | 50 | 110* | -4 | 0 | 115 | 11 |
| 4 | NC(=O)c1nsc(C(=O)N(CC(=O)NCc2ccco2)c2ccccc2F)c1N | 1.7 | 2 | 1.2 | 1.4 | -7 | -3 | -2 | 3 | 2 | 100 | -0.3 |
| 5 | COc1ccc(-n2c(SCC(=O)OC(C)C)nnc2-c2ccccn2)cc1 | 1.2 | 10 | -0.4 | -1.2 | 4 | -12 | 1 | 8 | 2 | 88 | -2.0 |
| 6 | CCCCn1cnc2c(SCc3ccccn3)nc(N)nc21 | / | 22 | 3.9 | / | -8 | / | -1 | 1 | 0 | / | -4.6 |
| 7 | O=C(NN=C1CCCCCCCCCCC1)c1ccccc1F | 2.4 | 18 | 0.9 | 2.0 | -4 | -1 | -21 | 15 | -4 | 85 | -3.6 |
| 8 | COCc1[nH]nc2c1C(c1ccccc1F)C(C#N)=C(N)O2 (centres undefined) | 0.2 | 1 | 0.6 | 0.3 | 0 | -6 | / | -1 | 0 | 105 | -0.2 |
| 9 | COc1ccc(/C=N/NC(=O)c2cnccn2)c(OC)c1OC | 0.2 | 19 | 1.8 | 0.3 | -4 | -5 | 4 | -10 | -3 | 109 | -3.6 |
| 10 | COc1cc(C=O)cc(Br)c1OCC(N)=O | 0.3 | -11 | 4.2 | 2.3 | -5 | -5 | -2 | 5 | -2 | 107 | 1.5 |

An excerpt from above in order of their number in MOR-DOR inv ag, highest first.
no. | SMILES | MOR-DOR inv ag
9 | COc1ccc(/C=N/NC(=O)c2cnccn2)c(OC)c1OC | 19
5 | COc1ccc(-n2c(SCC(=O)OC(C)C)nnc2-c2ccccn2)cc1 | 10
2 | O=C(CN1CCCCCC1)OCCN=C1NS(=O)(=O)c2ccccc21 | 7
1 | COc1ccc(S(=O)(=O)NCCc2c(C)nn(C)c2Oc2ccccc2)cc1 | 2

(next part)
| No. | mol | E coli growth | MOR-DOR inv ag | phage Ecoli inh | AddAB inh | PKA-R1A activ | Mot1-301 SUMO | PfHsp90 set2 | HTR5A inv ctr | HTR5A ag ctr | DSG3 Ab inh | MOR-DOR ag |
| --- | --- | --- | --- | --- | --- | --- | --- | --- | --- | --- | --- | --- |
| 11 | Cc1ncc(CO)c(/C=N/NC(=O)c2cc3c(s2)CCCC3)c1O | -1.3 | 10 | 6.2 | 2.9 | -6 | -1 | -14 | -7 | 3 | 96 | -2.2 |
| 12 | COc1ccccc1C(=O)NC(CCSC)C(=O)OCC(=O)NC(=O)NCc1ccco1 (centres undefined) | 0.6 | 8 | 2.2 | 3.8 | -15 | -13 | -8 | 27 | 7 | 110 | -1.9 |
| 13 | O=C(CN(Cc1cccs1)S(=O)(=O)c1ccc(S(=O)(=O)N2CCCCC2)cc1)Nc1ccccc1 | 0.4 | 17 | 1.9 | 2.2 | -3 | 18 | 0 | -9 | 3 | 101 | -2.9 |
| 14 | O=C(COC(=O)CC1CC2CCC1C2)Nc1cccc(S(=O)(=O)NC2=NCCCCC2)c1 (centres undefined) | 1.1 | 4 | 1.7 | 1.5 | -10 | 9 | -3 | 2 | -1 | 100 | -0.8 |
| 15 | CCCCCC(=O)Nc1cc(S(=O)(=O)N2CCCCC2)ccc1N1CCCCC1 | / | 7 | 1.6 | / | 8 | / | -40 | -12 | 4 | 103 | -1.3 |
| 16 | CC(C)CNc1ncnc2c1cnn2Cc1ccccc1Cl | -1.8 | -9 | 3.1 | -2.1 | -5 | 60 | 17 | 1 | 0 | 91 | 1.6 |
| 17 | O=C(O)CC(NC(=O)c1ccncc1)c1ccccc1 (centres undefined) | 0.1 | 20 | 0.5 | 0.8 | 0 | 2 | 6 | -7 | 3 | 98 | -4.1 |
| 18 | Nc1nc2c(c(=O)[nH]1)C(c1ccccc1)C1=C(N2)c2ccccc2C1=O (centres undefined) | 0.7 | 17 | 2.6 | 3.4 | 4 | 17 | -35 | 6 | -2 | 106 | -3.1 |
| 19 | CN1CCc2c(sc3c2c(NCc2ccco2)nc2nnnn23)C1 | -2.5 | 8 | -1.4 | 2.3 | 11 | -12 | -2 | 9 | 6 | 106 | -1.3 |
| 20 | CCOC(=O)c1cnc(-c2ccccc2)nc1N | -0.7 | -7 | 2.7 | 0.9 | -10 | 1 | 7 | 3 | -2 | 100 | 1.2 |

Limited to phage Ecoli inh, for 7 of the compounds above:
No. | Molecule | phage Ecoli inh
16 | CC(C)CNc1ncnc2c1cnn2Cc1ccccc1Cl | 3.1
12 | COc1ccccc1C(=O)NC(CCSC)C(=O)OCC(=O)NC(=O)NCc1ccco1 (centres undefined) | 2.2
13 | O=C(CN(Cc1cccs1)S(=O)(=O)c1ccc(S(=O)(=O)N2CCCCC2)cc1)Nc1ccccc1 | 1.9
18 | Nc1nc2c(c(=O)[nH]1)C(c1ccccc1)C1=C(N2)c2ccccc2C1=O (centres undefined) | 2.6
14 | O=C(COC(=O)CC1CC2CCC1C2)Nc1cccc(S(=O)(=O)NC2=NCCCCC2)c1 (centres undefined) | 1.7
20 | CCOC(=O)c1cnc(-c2ccccc2)nc1N | 2.7
15 | CCCCCC(=O)Nc1cc(S(=O)(=O)N2CCCCC2)ccc1N1CCCCC1 | 1.6

(next part)
| No. | mol | E coli growth | MOR-DOR inv ag | phage Ecoli inh | AddAB inh | PKA-R1A activ | Mot1-301 SUMO | PfHsp90 set2 | HTR5A inv ctr | HTR5A ag ctr | DSG3 Ab inh | MOR-DOR ag |
| --- | --- | --- | --- | --- | --- | --- | --- | --- | --- | --- | --- | --- |
| 21 | Cc1cc(C)nc(NS(=O)(=O)c2ccc(N3C(=O)C4CC=C(Cl)CC4C3=O)cc2)n1 (centres undefined) | 1.1 | 6 | 2.1 | 2.3 | 10 | 114 | -9 | -9 | 3 | 102 | -1.3 |
| 22 | COc1cccc(NC(=O)NC2CCCCC2C)c1 (centres undefined) | 0.9 | 1 | 3.9 | -2.1 | -4 | -5 | 0 | -1 | 1 | 96 | -0.3 |
| 23 | CCOC(=O)CC1=C(C(=O)OCC)C(c2ccncc2)C(C#N)=C(N)O1 (centres undefined) | / | 9 | -0.1 | / | -4 | / | 9 | -21 | 8 | 100 | -1.6 |
| 24 | CC1C(=O)N2CCCc3cc(NC(=O)COc4ccc(Cl)cc4)cc1c32 (centres undefined) | 0.1 | -2 | 3.2 | -0.1 | 9 | 2 | / | 3 | -1 | 106 | 0.3 |

Assay outcomes as filed in PubChem BioAssay.
